# Bioassay records (PubChem BioAssay)
# MEKK2wt PB1 HTS: raises or lowers MEK5 binding to wildtype human MEKK2 PB1 domain; actives 1.1% (n = 290,000); bead flow cytometry, Alexa488-MEK5 binding to MEKK2 WT; actives lie on both sides; Q9Y2U5; binding response (% of control), % at 10 µM; in the data active means binding response below about 67% or above about 130%
# GalR3 antagonist: antagonists of human GalR3 | HEK293 GalR3-CNG cAMP membrane potential fluorescence; galR3 body fused to GalR1 C-terminus | actives 0.44% (n = 360,000) | inhibition, % at 3 µM | O60755 | AID 651719;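 active means inhibition above the screen-wide average plus 3 SD, cut at about 13% in these data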;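 further: forskolin and galanin both at EC90 stimulate the cells; cAMP rise reported by CNG channel membrane potential dye signal; 0% = forskolin plus galanin with DMSO and 100% = forskolin alone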
# Target sequence (O60755 1-299 limits assumed): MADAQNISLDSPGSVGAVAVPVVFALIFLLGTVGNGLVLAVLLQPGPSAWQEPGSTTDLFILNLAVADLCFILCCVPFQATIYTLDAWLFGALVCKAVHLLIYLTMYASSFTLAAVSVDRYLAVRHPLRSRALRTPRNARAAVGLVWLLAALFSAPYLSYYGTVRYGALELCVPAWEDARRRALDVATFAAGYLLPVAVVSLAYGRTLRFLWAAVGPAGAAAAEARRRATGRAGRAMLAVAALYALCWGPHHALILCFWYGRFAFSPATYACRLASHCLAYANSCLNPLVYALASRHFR
# FID counter: displaces DNA intercalator in HCV helicase counter-screen | inhibition, % at 7.9 µM | DNA fluorescent intercalator displacement, fluorescence | actives 0.17% (n = 290,000); in the data active means inhibition above about 37%;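 further: 0% = vehicle and 100% = reference compound; higher means more ethidium bromide displaced from hairpin DNA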
# NS3 helicase inh: blocks Hepatitis C virus NS3 helicase unwinding; NS3 helicase DNA unwinding, Cy5 molecular beacon fluorescence; inhibition, % at 10.9 µM; AID 1800; actives 0.56% (n = 290,000);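 active means inhibition above the mean of all tested compounds plus 3 SD, set per campaign, cut at about 35% in these data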;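 further: 0% = DMSO wells and 100% = thioflavine S control wells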
#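 test system = hepatitis C virus NS3 helicase domain fragment enzyme | reagent = annealed dual-labelled DNA beacon duplex, ATP-started | times = 1 h at 25 °C | detection = Cy5 fluorescence, 0 and 60 min reads | read-out basis = percent inhibition from t60/t0 fluorescence ratio | control set = DMSO and thioflavine S | replication = one well per compound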
# MEKK3 PB1 HTS: MEKK3-MEK5 PB1 interaction, increase or decrease. actives 1.4% (n = 290,000). AID 1529. binding response (% of control), % at 10 µM. bead-based flow cytometry, Alexa488-MEK5 binding to MEKK3; actives lie on both sides; 0 = blocked by unlabeled MEK5, 100 = vehicle;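 active means binding response more than 3 SD above or below the average of its plate-row segment, actives on both sides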;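 further: Alexa488 bead fluorescence after subtracting the streptavidin-only scavenger bead signal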
# Target sequence (Q99759 whole entry, looked up): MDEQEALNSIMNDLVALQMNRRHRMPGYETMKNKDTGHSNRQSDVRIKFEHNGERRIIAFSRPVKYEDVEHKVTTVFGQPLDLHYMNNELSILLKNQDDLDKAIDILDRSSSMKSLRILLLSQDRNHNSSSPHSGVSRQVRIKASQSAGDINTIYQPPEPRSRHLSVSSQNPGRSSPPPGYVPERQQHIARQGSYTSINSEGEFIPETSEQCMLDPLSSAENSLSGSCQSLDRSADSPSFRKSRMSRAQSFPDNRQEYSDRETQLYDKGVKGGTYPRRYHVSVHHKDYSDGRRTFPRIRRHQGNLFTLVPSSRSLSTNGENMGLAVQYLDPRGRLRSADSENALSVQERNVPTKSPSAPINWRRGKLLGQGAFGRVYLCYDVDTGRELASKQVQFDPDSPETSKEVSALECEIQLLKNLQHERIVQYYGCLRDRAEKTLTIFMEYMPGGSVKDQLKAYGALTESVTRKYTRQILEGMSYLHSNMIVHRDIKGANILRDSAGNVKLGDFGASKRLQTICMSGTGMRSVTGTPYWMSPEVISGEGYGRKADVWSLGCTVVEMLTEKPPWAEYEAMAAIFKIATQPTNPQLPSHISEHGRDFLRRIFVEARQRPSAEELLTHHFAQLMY
# CRFR2-BP antag: antagonists of CRF-binding protein/CRF-R2 receptor complex | HEK293 CRF-R2/CRF-BP, CRF-induced calcium fluorescence | inhibition, % at 11.8 µM | actives 0.59% (n = 350,000) | AID 588475;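 active means inhibition of the ligand-induced calcium signal above about 50% at the single tested concentration, limit read from the data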
# UBC9 SUMO inh: SUMOylation inhibition; P63279; HTRF SUMOylation assay, SAE1/SAE2 + UBC9, in vitro; inhibition, % at 35 µM; actives 0.36% (n = 290,000); in the data active means inhibition above about 50%, passing the limit was not always enough; further: strong numbers were not always called active
# MEKK2mut PB1 HTS: signal of MEK5 binding to mutant human MEKK2 PB1 domain. bead flow cytometry, Alexa488-MEK5 binding to MEKK2 mutant. percent response, % at 10 µM. actives 0.35% (n = 290,000). AID 1530; in the data active means percent response above about 24%, passing the limit was not always enough; further: inactives centre near 1; some results filed as inactive read as strong as hits
# CRFBP-R2 agonist: CRF-BP/CRF-R2 complex agonism; HEK293 CRF-R2/CRF-BP, calcium dye fluorescence (FLIPR); percent of saturating CRF peptide response; actives 0.46% (n = 350,000); AID 588473; activation, % at 13.2 µM;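 active means activation of at least 50%, plus an integration ratio under a set limit after plate pattern correction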;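 further: plate controls were neutral control wells without compound for no effect and CRF at EC100 for full effect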
# Starred values were filed as active, the others as inactive; nt = no result given. Only part of the results is shown. The share of hits here may be higher or lower than overall.
# Results follow in this order: MEKK2wt PB1 HTS	GalR3 antagonist	FID counter	NS3 helicase inh	MEKK3 PB1 HTS	CRFR2-BP antag	UBC9 SUMO inh	MEKK2mut PB1 HTS	CRFBP-R2 agonist
1	Cc1ccc(-c2cc(C(F)F)nc(N3CCC(C)CC3)n2)cc1
 : 116	-6	1	-7	114	-21	6	4	7.7
2	O=C(CCC1CCCN(C(=O)c2ccc3cc[nH]c3c2)C1)N1CCN(c2ccccn2)CC1 (centres undefined)
 : 89	-7	-35	-4	87	12	13	-1	-3.7
3	COc1cccc(Cn2nnc(C(=O)NCc3ccccc3Cl)c2N)c1
 : 97	3	-17	-9	100	-17	-14	-1	1.8
4	COc1ccccc1C(=O)Nc1ccc2c(c1)CN(Cc1cnc(C)s1)CC2
 : 105	-1	-3	-4	101	0	6	-3	-1.2
5	Cc1ccc(OCC(=O)O/N=C(\N)Cc2cccs2)cc1C
 : 107	0	-4	-8	101	23	nt	1	-1.4
6	O=C(CN1CCOCC1)N/N=C/c1ccc(-c2ccc(Br)cc2)o1
 : 102	-6	-9	-3	105	-3	-2	3	-2.1
7	CNCCOc1ccccc1OC(C)C
 : 97	1	0	11	101	16	1	1	0.9
8	O=C(CN(C(=O)c1csnn1)c1ccc2c(c1)OCCO2)NCc1ccc(F)cc1
 : 97	-7	-10	-5	103	18	13	0	1.3
9	CCCCOC(=O)NC(NCC(O)c1ccccc1)(C(F)(F)F)C(F)(F)F (centres undefined)
 : 96	1	-3	-2	97	1	-9	-2	-0.4
10	COc1ccc(C2CC(=O)C3=C(C2)NC(C)=C(C#N)C3c2ccc(N(C)C)cc2)cc1 (centres undefined)
 : nt	-3	-15	19	nt	0	-22	nt	1.9
11	CCOC(=O)Cc1cc(=O)n2[nH]c(-c3ccccc3)c(-c3ccccc3)c2n1
 : 96	2	-19	25	109	12	28	8	-0.5
12	CN(CCCC(=O)NCCc1ccccc1)S(=O)(=O)c1ccc([N+](=O)[O-])cc1
 : 111	-2	-18	2	106	3	6	10	-0.8
13	Cc1nc2ccccc2nc1CN1CCC(CO)(CC2CCCCO2)CC1 (centres undefined)
 : 101	-4	-8	5	99	-20	11	1	0.3
14	CCC(C)(C)n1nnnc1C(c1cccc(C#N)c1)N1CCN(c2cccc(C)c2C)CC1 (centres undefined)
 : 88	-1	4	6	92	51*	-16	1	-1.9
15	CC(C)CC(=O)NC(=S)Nc1nc(-c2cccc3ccccc23)cs1
 : 101	-4	-9	6	104	-30	-44	2	3.3
16	CC1Oc2ccccc2N(CC(=O)N2CCCc3ccccc32)C1=O (centres undefined)
 : 102	-6	-22	1	104	4	16	4	-1.9
17	O=C(CCCC1=NS(=O)(=O)c2ccccc2N1)NCCc1ccc(Cl)cc1
 : 100	-7	-15	1	97	21	nt	0	-0.7
18	CCn1c(COc2cccc(C)c2)nnc1SCC(=O)Nc1cccc(C(=O)O)c1
 : 106	0	-37	-1	105	22	7	7	0.3
19	COc1cccc(NC(=O)C/C(C)=N/NC(=O)C2CCCCC2)c1
 : 92	0	-17	5	103	5	7	-3	-0.4
20	CCc1cc2cccc(C)c2nc1SCC(=O)NC1CCCC1
 : 96	-7	-15	-2	98	13	-2	-5	0.8

# The last 2 compounds of the part before lead into the next.
# Results follow in this order: MEKK2wt PB1 HTS	GalR3 antagonist	FID counter	NS3 helicase inh	MEKK3 PB1 HTS	CRFR2-BP antag	UBC9 SUMO inh	MEKK2mut PB1 HTS	CRFBP-R2 agonist
19	COc1cccc(NC(=O)C/C(C)=N/NC(=O)C2CCCCC2)c1
 : 92	0	-17	5	103	5	7	-3	-0.4
20	CCc1cc2cccc(C)c2nc1SCC(=O)NC1CCCC1
 : 96	-7	-15	-2	98	13	-2	-5	0.8
21	CCOC(=O)C(C)Sc1ncc(-c2ccc(Cl)cc2)cn1 (centres undefined)
 : 98	-6	-17	-10	97	-12	4	-1	6.1
22	COC(=O)c1c(C)nc(C)c(C(=O)OC)c1-c1ccsc1
 : 99	-3	-8	-1	101	16	7	5	-4.4
23	CC(=O)Nc1ccc(NS(=O)(=O)c2ccccc2)cc1
 : 106	-7	3	-5	107	-2	-6	9	0.3
24	CCCOC(=O)c1ccc(NC(=O)c2cccc(S(=O)(=O)N3CCN(C(C)=O)CC3)c2)cc1
 : 107	-9	-40	-23	103	5	-8	5	-0.7
25	Cc1ccc(S(=O)(=O)Nc2ccc(NC(=O)CN3CCCCC3)c(Cl)c2)cc1
 : 94	-6	2	-6	92	-12	-9	-7	0.3
26	COc1ccc(CNC(=O)CN(c2ccc(C(C)C)cc2)S(=O)(=O)c2c(C)noc2C)cc1
 : 90	-3	-16	-8	96	-10	5	-7	-0.5
27	Oc1c(N=NC(=S)Nc2ccccc2F)c2ccccc2n1Cc1ccccc1F
 : 88	-5	0	0	99	11	8	-11	0.8
28	Cc1nn(CCO)c(N)c1C1(O)C(=O)Nc2c(Cl)cc(Cl)cc21 (centres undefined)
 : 101	-1	-5	0	111	-1	15	0	2.4
29	Cc1cccc2cc(C#N)c(NCCNC(=O)COc3ccccc3)nc12
 : 88	-4	-3	-3	80	-23	30	-5	-2.1
30	COc1ccc2c(c1)S(=O)(=O)c1ccccc1N2
 : 96	1	-3	-14	89	-8	4	-21	-2.2
31	O=C(Nc1ccc(Cl)cc1F)C1CCN(S(=O)(=O)c2cccnc2)CC1
 : 110	-3	-6	-1	112	-3	-2	11	-0.3
32	CCCCNC(=O)CN1C(=O)NC(Cc2ccccc2)(Cc2ccccc2)C1=O
 : 97	-5	-32	1	97	-7	-10	-5	0.2
33	Cc1nnc(SCC(=O)NC2CCCCC2)s1
 : 104	-6	0	4	106	-14	9	5	1.0
34	CC(/C=C/c1ccc2c(c1)OCO2)=N\NC(=O)c1ccccc1
 : 97	-8	-9	-5	98	13	13	0	-0.9
35	O=C(NCc1ccc(C(=O)O)cc1)OCc1ccccc1
 : 73	3	-1	1	74	1	-1	-21	-2.0
36	CC(=O)NNC(=O)CCn1nnc(-c2ccc(Cl)cc2)n1
 : 97	-3	3	9	100	-8	8	-5	0.6
37	O=C(Nc1nccs1)C1CCCCN1S(=O)(=O)c1ccccc1 (centres undefined)
 : 105	-4	-9	-21	106	2	-19	2	2.9
38	CCOc1ccc(C(C(=O)NC2CCCCC2)N(C(=O)Cc2cccs2)c2ccc(-n3cnnn3)c(OC)c2)cc1 (centres undefined)
 : 98	-1	-3	-1	118	13	20	-1	6.2
39	CN1CCN(Cc2nc3c([nH]2)c(=O)[nH]c(=O)n3C)CC1
 : 94	-5	-1	3	98	-7	16	-4	0.3
40	CCCc1ccc(S(=O)(=O)N/N=C\c2ccc3c(c2)OCO3)cc1
 : 103	1	-20	-16	101	13	0	3	-1.5
41	Cn1c(=O)[nH]c(=O)c2c1nc(N1CCNCC1)n2CCOc1ccccc1
 : 104	-5	3	-3	105	-3	nt	15	-1.0
42	CCOc1cc(Cl)c(S(=O)(=O)NCCCN2CCOCC2)cc1Cl
 : 102	-8	-1	-3	103	7	3	0	1.2
43	CN1CCC(NC(=O)c2cccc(Oc3ccccc3)c2)CC1
 : 115	-2	10	-9	106	-15	19	10	-1.0
44	O=C(CN1C(=O)CCC1=O)NC(=O)NC1CCCC1
 : 83	1	-4	-8	84	7	19	-23	0.5
45	Cc1c(-c2ccccc2)n[nH]c1C(=O)N=Nc1c(O)[nH]c2ccccc12
 : 82	-8	0	4	95	9	9	-11	-0.4
46	O=C(CN(c1ccc2c(c1)OCCO2)S(=O)(=O)c1ccccc1)Nc1ccc2c(c1)OCO2
 : 99	-1	-6	2	100	-33	7	-2	0.2
47	COc1ccc(C2(C(F)(F)F)NC(=O)N(C)C(=O)N2C)cc1 (centres undefined)
 : nt	-7	-9	18	nt	-2	13	nt	-1.1

# Molecules above that contain an aryl methoxy group (eight):
# Results follow in this order: MEKK2wt PB1 HTS	GalR3 antagonist	FID counter	NS3 helicase inh	MEKK3 PB1 HTS	CRFR2-BP antag	UBC9 SUMO inh	MEKK2mut PB1 HTS	CRFBP-R2 agonist
3	COc1cccc(Cn2nnc(C(=O)NCc3ccccc3Cl)c2N)c1
 : 97	3	-17	-9	100	-17	-14	-1	1.8
4	COc1ccccc1C(=O)Nc1ccc2c(c1)CN(Cc1cnc(C)s1)CC2
 : 105	-1	-3	-4	101	0	6	-3	-1.2
10	COc1ccc(C2CC(=O)C3=C(C2)NC(C)=C(C#N)C3c2ccc(N(C)C)cc2)cc1 (centres undefined)
 : nt	-3	-15	19	nt	0	-22	nt	1.9
19	COc1cccc(NC(=O)C/C(C)=N/NC(=O)C2CCCCC2)c1
 : 92	0	-17	5	103	5	7	-3	-0.4
26	COc1ccc(CNC(=O)CN(c2ccc(C(C)C)cc2)S(=O)(=O)c2c(C)noc2C)cc1
 : 90	-3	-16	-8	96	-10	5	-7	-0.5
30	COc1ccc2c(c1)S(=O)(=O)c1ccccc1N2
 : 96	1	-3	-14	89	-8	4	-21	-2.2
38	CCOc1ccc(C(C(=O)NC2CCCCC2)N(C(=O)Cc2cccs2)c2ccc(-n3cnnn3)c(OC)c2)cc1 (centres undefined)
 : 98	-1	-3	-1	118	13	20	-1	6.2
47	COc1ccc(C2(C(F)(F)F)NC(=O)N(C)C(=O)N2C)cc1 (centres undefined)
 : nt	-7	-9	18	nt	-2	13	nt	-1.1
